# PABP1 MLLE inh = inhibitors of microRNA-mediated deadenylation, human PABP1 MLLE binding | inhibition, % at 20 µM | AID 588489 | actives 0.36% (n = 360,000) | GST-MLLE / FITC-PAM2 fluorescence polarization | P11940; in the data active = inhibition above about 35%, passing the limit was not always enough;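 also: plate controls were DMSO wells with GST-MLLE for no effect and wells lacking GST-MLLE protein for full effect; some results filed as inactive read as strong as hits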
# Tb MetRS inh = blocks T. brucei methionyl-tRNA synthetase activity; purified T. brucei MetRS, ATP depletion, Kinase-Glo luminescence; inhibition, % at 11.9 µM; actives 0.4% (n = 360,000);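 active = inhibition above a per-plate cutoff of the control wells' mean inhibition plus 3 SD, cut at about 5.5% in these data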;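 also: 0% = DMSO wells median and 100% = median of wells with control inhibitor compound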
#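 assay system = parasite MetRS enzyme | timing = 15 min preincubation, 2 h reaction, all 25 °C | evaluation = percent inhibition relative to median high and low control wells | medium = HEPES buffer containing pyrophosphatase, BSA, spermine, DTT | compound = single dose, 11.9 µM final nominal, 0.9% final DMSO | detection = Kinase-Glo luminescence, ATP depletion format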
# LMPTP inh = blocks human LMPTP phosphatase | inhibition, % at 20 µM | recombinant LMPTP-A, OMFP fluorogenic substrate, fluorescence intensity | actives 0.22% (n = 360,000);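 active = compounds that cut the enzyme signal by at least half of the control window in the single-dose screen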;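 also: plate controls were DMSO wells with enzyme plus substrate for no effect and substrate without enzyme for full effect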
#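 Test system – LMPTP-A enzyme · Amount – LMPTP-A at 0.625 nM final in the reaction · Buffer or medium – Bis-Tris pH 6.0, DTT, detergent · Reagent – OMFP 400 µM · Doses – single 20 µM dose · Schedule – reaction 50 min, room temperature, dark · Detection – fluorescence intensity of OMFP turnover product · Evaluation – percent inhibition versus substrate-only and uninhibited controls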
# Rpn11 block = Rpn11 (human) deubiquitinase inhibition; O00487; human 26S proteasome, Ub4-pepOG fluorescence polarization; 20S core pre-blocked with epoxomicin; calls only at 20 µM; actives 0.59% (n = 360,000); AID 588493;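 active = inhibition at 20 µM, scaled to each plate's controls, above about 33%, limit read from the data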
# SUMO1 PPI mod = alters human SUMO1 binding to SIM partners. SUMO1 binding to a labelled peptide, TR-FRET, 1 h. inhibition, % at 20 µM. actives 0.33% (n = 360,000). AID 602429; in the data active = inhibition above about 37%
# Target sequence (P63165 whole entry, looked up): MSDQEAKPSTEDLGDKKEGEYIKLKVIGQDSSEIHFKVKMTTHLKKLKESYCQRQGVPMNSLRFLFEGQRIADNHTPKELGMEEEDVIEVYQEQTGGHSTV
# STEP block = blocks human striatal-enriched tyrosine phosphatase. P54829. inhibition, % at 20 µM. recombinant STEP, OMFP fluorogenic substrate, fluorescence. actives 0.25% (n = 360,000);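 active = inhibition at 20 µM, scaled per plate between control wells, above about 37%, limit read from the data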;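 also: 0% = DMSO with enzyme and substrate and 100% = substrate only without enzyme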
# Target sequence (P54829 whole entry, looked up): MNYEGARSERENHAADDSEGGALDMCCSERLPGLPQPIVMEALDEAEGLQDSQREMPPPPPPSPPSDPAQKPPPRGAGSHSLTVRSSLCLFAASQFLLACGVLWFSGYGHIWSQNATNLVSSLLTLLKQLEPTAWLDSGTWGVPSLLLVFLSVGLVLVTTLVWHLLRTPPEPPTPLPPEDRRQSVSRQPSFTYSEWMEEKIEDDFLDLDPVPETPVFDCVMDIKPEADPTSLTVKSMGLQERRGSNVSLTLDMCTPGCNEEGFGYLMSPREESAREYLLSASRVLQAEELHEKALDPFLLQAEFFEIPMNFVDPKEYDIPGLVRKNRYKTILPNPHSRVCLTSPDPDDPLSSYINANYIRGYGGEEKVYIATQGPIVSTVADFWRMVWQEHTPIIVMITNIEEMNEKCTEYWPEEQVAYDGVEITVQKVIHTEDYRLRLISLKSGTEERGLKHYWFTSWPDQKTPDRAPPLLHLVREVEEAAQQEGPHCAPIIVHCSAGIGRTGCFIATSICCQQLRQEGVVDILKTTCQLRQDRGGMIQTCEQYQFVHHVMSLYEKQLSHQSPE
#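 System: isolated STEP enzyme; schedule: 20 min enzyme reaction at room temperature, protected from light; medium: Bis-Tris buffer pH 6.0, 2.5 mM DTT, 0.005% Tween 20; signal: fluorescence, 480/540 nm; dosing: single compound dose of 20 µM, 1% DMSO final; also added: OMFP substrate, 25 µM final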
# NadD inh = blocks S. aureus nicotinate mononucleotide adenylyltransferase; purified NadD enzyme, colorimetric absorbance read-out; inhibition, % at 20 µM; actives 0.78% (n = 360,000); in the data active = inhibition above about 26%; also: some compounds past the cut are filed as inactive
# DNMT1 inh = DNMT1 (human) enzyme inhibition | inhibition (reported as % activation of signal), % at 10 µM | actives 0.83% (n = 360,000) | AID 588458 | DNMT1 molecular beacon, Hinp1I cleavage, fluorescence | P26358; in the data active = inhibition above about 50%
# Scp1 inh = inhibitors of human Scp-1 phosphatase; Q9GZU7; Recombinant Scp1, phosphopeptide, malachite green phosphate absorbance; inhibition, % at 20 µM; actives 0.88% (n = 340,000);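 active = inhibition above about 50% at 20 µM, limit read from the data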;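 also: plate controls were DMSO wells with enzyme for no effect and wells lacking enzyme for full effect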
#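 Material – SCP-1 phosphatase catalytic domain, residues 76-261 · Buffer or medium – Acidic Tris acetate buffer with magnesium and detergent · Also added – Phospho 17-mer peptide substrate · Compound – single 20 µM dose, 1% DMSO · Times – 45 min room-temperature reaction, 5 min colour, 30 min stabiliser · Technique – Phosphate-binding colour reagent, absorbance read at 630 nm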
# CSN deneddyl inh = inhibitors of human CSN-mediated cullin deneddylation | Q92905 | Purified CSN, SCF-Nedd8-OG deneddylation, fluorescence polarization | inhibition, % at 12.5 µM | actives 0.38% (n = 360,000);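 active = pattern-corrected inhibition above about 35%, with an unprinted fluorescence ratio check between 0.5 and 1.5, limit read from the data, passing the limit was not always enough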;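 also: 0% = enzyme with substrate and 100% = substrate without enzyme; some results filed as inactive read as strong as hits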
# Target sequence (Q92905 whole entry, looked up, one chain of several): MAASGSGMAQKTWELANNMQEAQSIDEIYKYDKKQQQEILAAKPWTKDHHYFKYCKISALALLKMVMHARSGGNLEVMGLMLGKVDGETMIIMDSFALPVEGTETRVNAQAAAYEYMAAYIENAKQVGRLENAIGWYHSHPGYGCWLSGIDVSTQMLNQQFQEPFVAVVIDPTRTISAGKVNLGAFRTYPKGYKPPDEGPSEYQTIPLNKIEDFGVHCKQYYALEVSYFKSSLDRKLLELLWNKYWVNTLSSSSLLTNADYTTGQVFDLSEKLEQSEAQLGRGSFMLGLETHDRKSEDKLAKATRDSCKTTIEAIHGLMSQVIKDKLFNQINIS
#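 Schedule: reaction 90 min, room temperature / Assay system: HEK293T-derived human Csn5 enzyme / Input: Csn5 at 0.24 nM final / Measure: inhibition of Csn5 cleavage, % / Control set: substrate-only high control, full reaction low control / Technique: fluorescence polarization of the substrate / Buffer or medium: Tris/NaCl/DTT buffer, pH 7.5 / Reagent: SCFSkp2-Nedd8OG substrate at 10 nM final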
# * hit, by the source's call; i = inactive; nt = no result given; & = joins results of further samples. This is a random part of the collection (roughly 3.6% active in at least one column).
SMILES,PABP1 MLLE inh,Tb MetRS inh,LMPTP inh,Rpn11 block,SUMO1 PPI mod,STEP block,NadD inh,DNMT1 inh,Scp1 inh,CSN deneddyl inh
Cc1cccc(Cn2c(N3CCN(C)CC3)nc3c2c(=O)n(C)c(=O)n3C)c1,-4.4,-1.1,-3.5,i,3.8,-0.6,-1.0,0.2,-6.0,1.7
Cc1nnc(SCC(=O)N2CCN(S(=O)(=O)c3ccccc3)CC2)s1,-14.2,0.0,1.9,i,1.1,2.1,-0.9,-2.4,-5.2,3.0
O=C(O)CSc1ccccc1C(=O)O,21.6,-0.7,-2.0,i,-3.3,1.0,-2.9,2.6,-14.7,0.2
C=CCNC(=O)CNS(=O)(=O)c1ccc(F)cc1,6.5,-0.8,-0.4,i,-6.3,1.3,7.4,-2.2,-0.4,-0.1
COc1ccc(OC)c(NC(=O)COC(=O)CCS(=O)(=O)c2ccc(Cl)cc2)c1,7.4,-0.4,0.5,i,0.1,-1.4,-6.2,0.1,0.4,1.7
Cc1ncsc1C(=O)O,8.5,-1.0,-1.8,i,-1.8,0.6,-11.5,-4.5,-6.1,8.2
COC(=O)c1ccc2nc(-c3ccc(C#N)cc3)c(Cc3ccsc3)n2c1,nt,-0.6,2.7,nt,-0.1,nt,9.5,nt,nt,-6.2
CCc1cc2ccc(C)cc2nc1SCC(=O)Nc1cc(OC)c(OC)cc1C(=O)O,3.0,-0.2,-0.7,i,3.7,-0.6,20.0,-4.6,0.6,-2.8
COc1cc(CCC(=O)Oc2ccc(C(C)=O)cc2)cc(OC)c1OC,4.8,0.2,-1.9,i,-4.7,-2.4,-0.2,0.1,-4.9,2.6
Clc1ccc2c(c1)c1ccccc1n2CN1CCOCC1,-11.9,-1.0,-0.4,i,1.2,1.8,-8.9,-2.3,-7.4,-1.4
COc1cc2ccccc2cc1C(=O)Nc1cc(C)ccn1,-5.5,-0.5,0.7,i,-9.8,-2.6,-3.0,-3.5,-4.0,3.5
Fc1ccccc1N1CCN(CC2CCCCC2)CC1,3.9,-0.3,-1.2,i,14.3,-0.8,-0.7,-1.1,-5.1,-3.7
COc1ccc(S(=O)(=O)N2CCN(c3ncccn3)CC2)cc1[N+](=O)[O-],11.4,-1.4,0.5,i,-22.7,-0.6,-2.3,1.4,5.5,-4.9
CC(C)c1ccc(C2=C(O)c3ccccc3C(=O)C2=O)cc1,14.0,-0.5,1.7,i,-27.9,4.5,-0.4,3.0,-2.7,-14.6
CCc1ccc(CN2CCC(C(=O)Nc3ccc(-n4nc(C)cc4C)cc3)CC2)o1,1.6,-0.3,0.6,i,5.1,0.3,-7.7,-2.2,-4.7,0.0
COc1cc(NC(=O)CN2C(=O)C(c3ccccc3)=NC23CCCCCC3)cc(OC)c1,12.3,-1.2,0.6,i,-5.7,-2.1,0.3,6.1,-2.4,-14.3
COc1ccc(CCN2CC(C(=O)N(C)CC(=O)Nc3ccc(Cl)c(C(F)(F)F)c3)CC2=O)cc1OC (stereo not given),5.0,1.7,-9.4,i,-25.4,-1.7,0.5,-4.8,-8.6,-4.8
CCOCC(O)CNc1ccccc1 (stereo not given),-10.3,0.1,1.9,i,-1.1,-4.2,2.7,-2.8,-2.3,-8.2
CCN(C(=O)COC(=O)c1cc(-c2ccccc2)nn1-c1ccccc1)C1CCS(=O)(=O)C1 (stereo not given),8.0,1.3,0.4,i,-0.8,0.1,-3.8,-0.1,5.4,0.0
C[C@@]12CCC=C[C@H]1[C@H](c1ccc3ccccc3c1/C=C/c1ccccc1)N(Cc1ccccc1)C2=O,-0.1,0.7,2.8,i,5.6,-0.5,17.2,9.1,14.4,1.9
O=C(NC1CCCC1)C(c1ccncc1)N(Cc1ccco1)C(=O)c1ccc(-c2ccccc2)[nH]1 (stereo not given),-2.8,-0.7,0.4,i,-1.5,1.9,10.6,-21.1,1.8,8.9
COc1ccc(NC(=O)c2cc3c(s2)CCC3)cc1S(=O)(=O)N1CCOCC1,-2.5,-1.5,4.5,i,7.2,2.6,11.4,13.6,10.3,5.1
C=CC[C@@H](CC(=O)N[C@H](CO)Cc1ccccc1)C(=O)N[C@H](COC(=O)[C@@H](CC=C)CC(=O)OC(C)(C)C)Cc1c[nH]c2ccccc12,1.1,-0.5,2.9,i,0.5,-1.4,-6.0,-14.9,-2.3,6.8
C=CCOC(=O)C1=C[C@H](c2ccccc2)[C@@H](CCCO)[C@H](OCC)O1,5.0,0.1,-0.3,i,1.9,-1.4,-0.9,6.2,-5.9,-3.8
Cc1ccc(C2C3C(=O)N(c4ccc(C)cc4)C(=O)C3N3CCCN23)cc1 (stereo not given),6.0,-0.9,-0.5,i,-2.3,-0.3,1.0,0.9,-7.8,-2.6
O=c1[nH]c2ccccc2n1C1=CCNCC1,5.2,-1.0,2.0,i,2.3,0.3,-5.6,-8.7,0.4,2.6
CCOC(=O)C1CCN(C(=O)Cc2c(C(=O)O)n(C)c3ccccc23)CC1,-17.0,-0.3,-1.9,i,2.0,-2.4,1.3,3.7,-4.8,-0.4
CSc1ccccc1NC(=O)CN(C)CC(=O)c1[nH]c(C)c(C(C)=O)c1C,-98.7,0.1,-0.7,i,-4.1,-0.9,3.7,2.6,101.4*,-2.7
CC(=O)NCC(=O)OCC(=O)N1c2ccccc2Sc2ccccc21,-4.5,0.2,-1.2,i,1.3,-2.6,4.1,-1.4,-7.1,-10.0
COc1ccc2[nH]c(=O)c(CN(Cc3nnnn3CCc3ccccc3)CC3CCCO3)cc2c1 (stereo not given),1.5,0.1,-1.7,i,-10.8,1.9,14.2,-0.3,-3.0,-0.7
COc1cc(/C=C/c2cccc[n+]2C)ccc1OCC(=O)Nc1ccccc1C,-127.2,-0.5,0.1,i,-8.5,0.4,7.8,0.6,51.5*,-3.2
CC(=O)Nc1ccc(S(=O)(=O)NC2=C(N3CCN(Cc4ccccc4)CC3)C(=O)c3ccccc3C2=O)cc1,-3.2&20.0,-0.1&-0.5,1.4&1.3,i,-22.6&-5.5,2.0&2.8,9.8&9.8,-14.3&-27.0,-9.5&-3.9,-3.6&5.5
O=C(Cc1cccs1)NCCc1ccc(Cl)cc1,-3.3,0.7,-0.8,i,3.2,-2.0,20.5,0.0,-10.7,-2.4
COc1ccc(CC(=O)N/N=C(\C)c2ccccn2)cc1,1.1,-0.4,-2.3,i,1.1,-10.1,-0.6,1.1,-10.5,-1.6
CCc1nc2ccc(C(=O)NC(C)(C)C)cn2c1N(CC)Cc1cccc(Br)c1,-13.2,-0.3,-5.0,i,-10.0,1.0,5.3,-1.2,nt,1.1
CC(C)(C)n1nc2c(c1NC(=O)c1ccccc1C(F)(F)F)CS(=O)(=O)C2,3.5,-0.2,0.6,i,4.9,-0.2,1.4,0.6,-3.1,1.8
O=C(NCCc1cccs1)C1CC1,-11.0,-0.1,-0.7,i,7.6,-1.9,-1.7,1.6,-7.3,-0.9
COc1c(O)ccc(/C=C(\C#N)c2nc3ccccc3[nH]2)c1[N+](=O)[O-],-33.5,0.6,3.0,i,-17.4,-2.2,-0.6,-16.9,2.7,-1.1
COc1ccc(NS(=O)(=O)c2ccc(Cl)s2)cn1,58.3*,-0.6,0.1,i,-0.2,-3.8,-3.1,-1.3,-6.9,-13.5
O=C(COC(=O)CNS(=O)(=O)c1cccc(Br)c1)NC(=O)Nc1ccc2c(c1)OCCO2,-7.6,-0.1,-0.6,i,3.6,-5.4,-1.2,-3.0,-11.7,-4.9

# Among those listed so far, 2 have a cyano group.
SMILES,PABP1 MLLE inh,Tb MetRS inh,LMPTP inh,Rpn11 block,SUMO1 PPI mod,STEP block,NadD inh,DNMT1 inh,Scp1 inh,CSN deneddyl inh
COC(=O)c1ccc2nc(-c3ccc(C#N)cc3)c(Cc3ccsc3)n2c1,nt,-0.6,2.7,nt,-0.1,nt,9.5,nt,nt,-6.2
COc1c(O)ccc(/C=C(\C#N)c2nc3ccccc3[nH]2)c1[N+](=O)[O-],-33.5,0.6,3.0,i,-17.4,-2.2,-0.6,-16.9,2.7,-1.1

# Next section
SMILES,PABP1 MLLE inh,Tb MetRS inh,LMPTP inh,Rpn11 block,SUMO1 PPI mod,STEP block,NadD inh,DNMT1 inh,Scp1 inh,CSN deneddyl inh
COc1ccc(Cn2c(C)nc3c(c(=O)c4ccccc4n3C)c2=O)cc1,7.2,0.0,0.5,i,9.8,-1.5,-0.7,0.6,-3.3,3.7
CC(=O)c1c(C)oc2c1cc(O)c1ccccc12,1.3,-0.6,0.1,i,-6.9,-0.4,-9.1,-4.4,-0.8,4.4
Cc1cccc(C(=O)Nc2cc(OCc3cccc(F)c3)c(Cl)cc2Cl)c1,-3.1,0.2,1.3,i,-0.6,2.2,5.3,7.8,-7.3,9.7
Cc1cc(OC(=O)Nc2ccccc2)ccc1Cl,-11.1,-0.1,-2.0,i,1.3,-2.2,-1.3,1.6,nt,3.3
CC1(C)Oc2ccc3ccc(=O)oc3c2/C(=C/Nc2ccc(O)cc2)C1=O,-1.9,-0.4,2.4,i,-5.6,-2.0,-5.9,-5.1,-5.2,-0.2
CCN(C(=O)CN1C(=O)NC(CCSC)C1=O)C1CCS(=O)(=O)C1 (stereo not given),-4.7,-0.2,-2.7,i,1.9,-4.0,0.9,4.3,-3.6,4.9
COc1ccc(O)c(C(=O)c2cnn(-c3ccccc3)c2)c1,5.1,-0.1,1.4,i,-4.7,2.7,3.0,-0.9,-5.2,3.2
CC1CCCCC1NC1=NCCS1 (stereo not given),-9.4,-0.2,-0.5,i,-3.6,0.0,5.7,-4.0,-3.4,5.4
Cc1cc(C)c(C)c(S(=O)(=O)N2CCNC(=O)C2)c1C,8.5,-0.1,-0.3,i,-0.5,-3.9,1.5,13.4,nt,4.0
N/C(=N\c1nc2ccccc2o1)NC(=O)c1ccccc1NC(=O)c1ccccc1,10.2,-0.4,2.2,i,1.1,-4.0,10.7,6.0,-4.8,-6.4
CCOCCCNC(=O)C1CCCN(S(=O)(=O)CC)C1 (stereo not given),-5.2,-0.7,-1.0,i,0.5,-0.3,-0.5,2.9,-14.9,0.9
